Bioassay records (PubChem)
PI5P4K alpha inh: qHTS for Inhibitors of phosphatidylinositol 5-phosphate 4-kinase (PI5P4K); Phosphatidylinositol 5-phosphate 4-kinase type-2 alpha (Homo sapiens), P48426; PI5P4Kalpha enzyme, ADP-Glo luminescence, 60 min; active compounds read low; max response, %; 1.2% of 330,000 active; AID 652105, 2013; active = max response of -50% or lower; inconclusive = between -30% and -50%; inactive = -30% or higher; also: value at the top dose of about 77 µM; % is scaled to controls: 0 for no effect and ±100 for the full control effect
Target sequence (P48426 whole entry, looked up): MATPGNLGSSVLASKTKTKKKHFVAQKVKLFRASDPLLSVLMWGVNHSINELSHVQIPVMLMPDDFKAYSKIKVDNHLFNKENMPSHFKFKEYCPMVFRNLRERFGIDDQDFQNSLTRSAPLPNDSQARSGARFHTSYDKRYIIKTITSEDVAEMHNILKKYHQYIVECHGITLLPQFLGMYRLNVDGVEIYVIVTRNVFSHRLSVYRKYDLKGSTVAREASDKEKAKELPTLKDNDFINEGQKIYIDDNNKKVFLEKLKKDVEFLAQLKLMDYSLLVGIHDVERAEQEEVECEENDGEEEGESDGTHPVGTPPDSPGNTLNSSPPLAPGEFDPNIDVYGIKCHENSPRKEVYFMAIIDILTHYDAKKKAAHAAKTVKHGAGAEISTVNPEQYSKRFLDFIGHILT
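Human PI5P4Kalpha with substrate in 0.038 M HEPES pH 7.4, 0.28 mM EGTA, 0.1% CHAPS, 5% DMSO; reaction started with 5 microM ATP (final), 60 min at room temperature. ADP formed read by ADP-Glo luminescence.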
PLK1 PBD block: qHTS for Inhibitors of PLK1-PDB (polo-like kinase 1 - polo-box domain): Primary Screen; Plk1 PBD binding of FITC phosphopeptide, fluorescence polarization; Potency, µM, for the others: max response, negative = inhibition, most hits filed as inhibitors; 2.8% of 360,000 active; Serine/threonine-protein kinase PLK1 (Homo sapiens), P53350; also: potency is read from the fitted curve at half-maximal effect; series mostly up to about 57 µM; % is scaled to controls: 0 for no effect and ±100 for the full control effect; nearly all actives have a fitted effect of over 65% in size
Target sequence (P53350 whole entry, looked up, the tested form may be a part): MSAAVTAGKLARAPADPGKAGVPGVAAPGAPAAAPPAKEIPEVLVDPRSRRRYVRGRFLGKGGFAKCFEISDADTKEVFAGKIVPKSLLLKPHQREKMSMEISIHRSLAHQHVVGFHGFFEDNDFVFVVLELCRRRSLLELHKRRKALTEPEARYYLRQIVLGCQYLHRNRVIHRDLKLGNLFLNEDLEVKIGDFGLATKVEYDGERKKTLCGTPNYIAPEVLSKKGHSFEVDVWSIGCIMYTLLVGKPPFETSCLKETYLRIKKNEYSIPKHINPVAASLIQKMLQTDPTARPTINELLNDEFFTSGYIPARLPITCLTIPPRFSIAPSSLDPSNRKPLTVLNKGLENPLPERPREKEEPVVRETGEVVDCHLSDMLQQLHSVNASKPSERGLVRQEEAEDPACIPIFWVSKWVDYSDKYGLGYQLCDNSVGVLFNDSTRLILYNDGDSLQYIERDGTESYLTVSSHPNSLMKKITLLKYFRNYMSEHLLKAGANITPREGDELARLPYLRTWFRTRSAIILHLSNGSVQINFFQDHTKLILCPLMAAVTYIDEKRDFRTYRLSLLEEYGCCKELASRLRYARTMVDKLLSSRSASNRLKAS
IL2 activator: qHTS of IL-2 Activators; activation, % (series mostly up to about 46 µM); 0.065% of 360,000 active; AID 652025, 2013; IL-2 activation reporter assay, cell-based qHTS; stimulated with anti-CD3/CD4/CD28 beads; in transgenic mouse T cells; in the data active = activation above about 50%; inconclusive = mostly about 30% to 49%; also: 0% is about no effect
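Screening format: compound pinned onto unstimulated transgenic mouse T cells, 60 min incubation, then anti-CD3/anti-CD4/anti-CD28 bead stimulation for 18 hours at 37 degrees C, followed by EGFP and DsRed detection.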
PTHR1 ag: qHTS for PTHR1 Agonists: Primary Screen; Parathyroid hormone/parathyroid hormone-related peptide receptor (Homo sapiens), Q03431; HEK293 GP2 PTHR1 cells, GloSensor cAMP luminescence, 1 h; Potency, µM (series often up to 115 µM), inactives show at the highest dose activation, actives largely listed as activators; 0.075% of 410,000 active; AID 743266, 2014; also: potency is read from the fitted curve at half-maximal effect; nearly all actives have a fitted effect of over 55% in size; some results filed as inactive show a strong effect at the top dose; inactives centre near -15; many of its hits are not listed in these tables
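HEK-293-derived GP2 cells expressing PTHR1 and a GloSensor cAMP reporter, 3,000/well, plated overnight, given luciferin plus IBMX (each 0.5 mM as added) for 1 h at 37 °C, then compound for 1 h at 37 °C. Luminescence was read after 15 min at room temperature.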
EPAC1 ag: qHTS for Agonist of cAMP-regulated guanine nucleotide exchange factor 3 (EPAC1): primary screen; Rap guanine nucleotide exchange factor 3 (Homo sapiens), O95398; EPAC1 agonist qHTS, biochemical assay; response scale: 100% = response to 6.5 mM cAMP; Potency, µM (doses to about 154 µM), inactives show top-dose activation, hits mostly activators; 0.073% of 360,000 active; also: potency is read from the fitted curve at half-maximal effect; nearly all actives have a fitted effect of over 60% in size
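Normalized to 6.5 mM cAMP, activity reflects EPAC1-catalysed release of BODIPY-GDP from Rap1B, followed kinetically over 30 min at 480 nm excitation, 540 nm emission. Reaction contained 100 nM EPAC1, 250 nM Rap1B-BODIPY-GDP, 50 uM GDP.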
EPAC1 antagonist: qHTS for Antagonist of cAMP-regulated guanine nucleotide exchange factor 3 (EPAC1): primary screen; EPAC1 GEF assay, Rap1b-BODIPY-GDP exchange fluorescence; Potency, µM (highest dose often 115 µM), without a hit: top-dose activity change, negative = inhibition, most hits filed as inhibitors; 0.14% of 360,000 active; AID 720709, 2013;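 also: potency is read from the fitted curve at half-maximal effect; plate controls were vehicle for no effect and positive control for full effect; nearly all actives have a fitted effect of over 50% in size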
GLP1R inv ag: qHTS of GLP-1 Receptor Inverse Agonists (Inhibition Mode); 1.6% of 410,000 active; Glucagon-like peptide 1 receptor (Homo sapiens), P43220; Potency, µM (titrated, usually from 38.3 µM), inactives show at the highest dose activity change, negative = inhibition, usual class: inhibitors; HEK293 GLP-1R CRE-luciferase, luminescence, 24 h; GLP-1R form is constitutively active; also: potency is read from the fitted curve at half-maximal effect; % is scaled to controls: 0 for no effect and ±100 for the full control effect; nearly all actives have a fitted effect of over 55% in size
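Seeding at 200 cells/uL, 12 h culture, 24 hr compound treatment, then luciferase reagent and a luminescence read; cells are HEK293 stably expressing a constitutively active GLP-1R plus cAMP-responsive luciferase.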
GLP1R cytotox: qHTS of GLP-1 Receptor Inverse Agonists: Cytotox Screen | AID 624418, 2012 | Potency, µM (doses to about 38.3 µM), for the others: top-dose activity change, negative = inhibition, most hits filed as inhibitors | HEK293 cAMP-luciferase reporter cells, luminescence, 24 h | 0.13% of 410,000 active;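 also: loss of luciferase light is scored as toxicity; potency is read from the fitted curve at half-maximal effect; % is scaled to controls: 0 for no effect and ±100 for the full control effect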
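Compound-treated cells are incubated 24 hr at 37 deg C under 5% CO2 after a 12 hour attachment period, then luciferase detection reagent is added and luminescence is measured following 12 min at room temperature; lowered signal indicates toxicity.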
GLP1R ag: qHTS of GLP-1 Receptor Agonists. HEK293 GLP-1R CRE-luciferase, luminescence, 4-6 h; cells express a hypersensitive GLP-1R form. Potency, µM (top dose mostly 45.6 µM), for inactives: top-dose activation, hits mostly activators. Glucagon-like peptide 1 receptor (Homo sapiens), P43220. 0.007% of 380,000 active; also: potency is read from the fitted curve at half-maximal effect; % of control where 0% means no effect
Active calls of the source: *; i = inactive; ? = inconclusive; . = not tested or not shown; [ ] = remark or other dose. Unless noted, calls follow the shape of the dose curve; as a rule, active = well fitted curve in the direction sought with a large enough effect; inconclusive = small, poorly fitted or top-dose-only effect, or another doubt; inactive = no such curve, though single readings can be large; an effect the other way counts as inactive or inconclusive. This is a subset (hit frequency here may not be typical).

SMILES	PI5P4K alpha inh	PLK1 PBD block	IL2 activator	PTHR1 ag	EPAC1 ag	EPAC1 antagonist	GLP1R inv ag	GLP1R cytotox	GLP1R ag
O=c1cc(COc2ccc(Cl)cc2Cl)nc2scc(-c3ccccc3)n12	.	.	.	-6%	.	.	5%	19%	-3%
COc1ccc(/C=C/C=C2\NC(=S)NC2=O)cc1	-25	-16%	-0.7	i	-3%	-21%	39%[activator]	-20%	10%
Cc1cc(C)cc(-n2ncc3c2CCCC3NC(=O)CCCn2cncn2)c1 (stereo not given)	-4	2%	-3.8	i	-1%	7%	14%	-2%	0%
CCN1CCN(C(=S)Nc2ccsc2C(=O)OC)CC1	1	-6%	-0.8	-24%	-4%	7%	?	-7%	-5%
O=C(CCn1c(=O)sc2ccccc21)Nc1ccon1	.	-9%	-0.1	-9%[57.5 µM]	12%	6%	-3%	-17%	-2%
Cc1nc(CNC(=O)c2cc(COc3c(F)cccc3F)on2)cs1	-1	-10%	-1.4	i	7%	-20%	18%	2%	8%
COC(=O)CSCC(=O)Nc1nnc(-c2cccc(C)c2)s1	-1	-9%	-2.7	i	11%	3%	10%	-8%	1%
Cc1ccccc1C(=O)NCCNC(=O)c1cnccn1	4	-17%	-1.1	-2%	14%	1%	4%	9%	1%
S=C(NCCSCc1ccc(Cl)c(Cl)c1)Nc1ccccc1	19	-14%	2.8	i	15%	0%	?	?	-6%
CCOC(=O)N1CCN(S(=O)(=O)c2ccc(C(=O)N(CCCN(C)C)c3nc4ccc(OC)cc4s3)cc2)CC1	2	-13%	-0.8	-28%	7%	4%	?	-5%	-2%
CC[C@]12c3[nH]c4cc(CCC(=O)N(C)C)ccc4c3CCN1C(=O)[C@@H](CC(=O)NCc1cccc(C(F)(F)F)c1)C[C@@H]2C(=O)N1CCN(C(=O)c2ccco2)CC1	1	2%	0.3	-10%	-9%	-3%	-2%	-3%	6%
COc1ccc(C(=O)NNC(=O)C(C)NC(=O)c2ccccc2NC(=O)c2ccco2)cc1 (stereo not given)	-1	-19%	-3.2	i	14%	-28%	0%	6%	6%
COc1ccccc1OCC(=O)Nc1cc(S(=O)(=O)N2CCOCC2)ccc1N1CCCCC1	-16	24µM*	-0.6	4%	6%	0%	?	-13%	1%
C[C@H](CO)NC(=O)c1[nH]cnc1C(=O)Nc1ccc(CNC(=O)OC(C)(C)C)cc1	-6	1%	-1.9	-29%	0%	20%	53%[activator]	3%	9%
O=c1c(Cl)c(N2CCC3(CC2)OCCO3)cnn1C12CC3CC(CC(C3)C1)C2	-1	1%	0.2	i	-8%	-13%	?	1%	-4%
O=C(Cn1cc2c(n1)CCCCC2)N1CCc2ccccc21	2	-6%	-2.8	-54%[inhibitor]	-1%	?	4%	3%	0%
COC(=O)/C=C1/N/C(=N\c2nc(C)cc(C)n2)N(c2ccc(Cl)cc2)C1=O	-18	1%	3.1	-14%	-4%	-1%	14%	1%	-10%
CC12CCC3c4ccccc4CCC3(CO1)C2 (stereo not given)	2	-3%	-1.8	-6%	10%	-6%	-21%	7%	4%
COc1cc(NC2c3ccccc3C(=O)N2Cc2ccc3c(c2)OCO3)cc(OC)c1 (stereo not given)	-1	-4%	-3.4	-5%	7%	-9%	23%	-13%	12%
CCCOc1cccn2c(N(C)C(=O)c3ccccc3F)c(CC)nc12	0	-6%	0.1	i	-19%	-8%	-3%	2%	5%
COc1ccc(S(=O)(=O)Nc2ccc(-c3ccc4nnc(C)n4n3)cc2)c(OC)c1	-8	?	0.1	-28%	1%	12%	62%[activator]	-11%	18%
COc1ccc(S(=O)(=O)N2CCCCCC2)cc1C(=O)OCC(=O)NC1CCS(=O)(=O)C1 (stereo not given)	2	4%	0.9	i	-3%	2%	13%	-25%	10%
Cn1cc(CN2CCC(n3nccc3NC(=O)Cc3ccccc3)CC2)cn1	-3	6%	-0.9	-9%	4%	4%	4%	7%	6%
C/C(Cl)=C/CN1C(=O)C2C3C=CC(C3)C2C1=O (stereo not given)	-1	0%	-2.2	7%[57.5 µM]	7%	13%	0%	9%	-2%
Cc1cccc(NC(=O)C2NC(=O)CC2c2ccccc2)c1C (stereo not given)	-4	-19%	-3.5	7%	1%	-16%	-19%	3%	-5%

Reprinted from the part before: three compounds; new compounds follow.
SMILES	PI5P4K alpha inh	PLK1 PBD block	IL2 activator	PTHR1 ag	EPAC1 ag	EPAC1 antagonist	GLP1R inv ag	GLP1R cytotox	GLP1R ag
Cn1cc(CN2CCC(n3nccc3NC(=O)Cc3ccccc3)CC2)cn1	-3	6%	-0.9	-9%	4%	4%	4%	7%	6%
C/C(Cl)=C/CN1C(=O)C2C3C=CC(C3)C2C1=O (stereo not given)	-1	0%	-2.2	7%[57.5 µM]	7%	13%	0%	9%	-2%
Cc1cccc(NC(=O)C2NC(=O)CC2c2ccccc2)c1C (stereo not given)	-4	-19%	-3.5	7%	1%	-16%	-19%	3%	-5%
Cn1c(-c2cccc3ccccc23)n[nH]c1=S	5	-7%	-0.5	i	10%	4%	6%	-5%	-6%
Cc1nn(C)c(N)c1C(O)(c1nccn1C)C(F)(F)F (stereo not given)	6	-1%	1.0	i	-7%	0%	2%	0%	-2%
C[C@H](CO)N1C[C@H](C)[C@H](CN(C)S(=O)(=O)c2cccs2)OCc2cnnn2CCCC1=O	1	-1%	-0.4	-23%	-7%	3%	6%	-3%	-3%
Cc1ccc(C)c(-c2csc(NC(=O)C3=COCCO3)n2)c1	1	-1%	-0.5	-26%	14%	-16%	?	-3%	10%
O=C(CSc1nnc(-c2ccc(F)cc2)o1)N1CCCC1	4	3%	4.2	-15%	0%	13%	-6%	4%	-1%
CNC(=O)CC1C(=O)N(c2ccc(Cl)cc2)C(=S)N1CCc1ccc(OC)c(OC)c1 (stereo not given)	1	-25%	0.5	i	7%	-3%	27%	?	6%
Cc1ccc(S(=O)(=O)Cn2nnnc2C(c2ccccc2)N2CCN(c3ccccc3)CC2)cc1 (stereo not given)	13	-6%	3.2	-1%[57.5 µM]	0%	?	?	-6%	-5%
CCN1C(=O)/C(=C\N2CCOCC2)SC1=S	-6	-7%	-0.8	i	8%	16%	6%	-4%	-11%
COc1ccc(/C(N)=N/OC(=O)C2CCC(=O)N2S(=O)(=O)c2ccc(C)cc2)cc1OC (stereo not given)	10	-13%	0.1	-18%	-1%	?	-9%	11%	23%
COc1ccccc1CC(NC(C)=O)C(=O)NC1CCN(C(=O)Nc2ccccc2F)CC1 (stereo not given)	-7	-1%	2.0	i	-3%	-14%	2%	0%	0%
COc1ccc(NC(=O)C2CCCN(S(=O)(=O)c3cccnc3)C2)cc1OC (stereo not given)	-2	0%	-2.6	i	7%	30%[activator]	1%	3%	0%
Cn1cc([N+](=O)[O-])c(C(=O)NCc2ccco2)n1	6	-14%	-0.2	i	0%	-9%	16%	22%	1%
O=C(Nc1ccc(F)c(Cl)c1)c1cc(C2CCCN(C(=O)c3cccs3)C2)on1 (stereo not given)	-5	1%	-0.2	-43%[inhibitor]	6%	1%	?	-9%	3%
Cc1cc(C)cc(-n2ccnc2SCC(=O)Nc2nccs2)c1	-7	-4%	0.6	0%	-24%	-11%	?	-6%	3%
CCCCn1c(S(=O)(=O)O)nc2ccccc21	0	-11%	0.2	i	8%	-12%	-12%	-2%	1%
Cn1c(=O)c2c(C(=O)O)cc(-c3ccccc3)nc2n(Cc2ccccc2)c1=O	5	-6%	-0.9	i	10%	-8%	27%	11%	-2%
Cc1ccc(CSc2nnc(NC(=O)C3COc4ccccc4O3)s2)cc1 (stereo not given)	2	-6%	0.1	-18%	3%	-13%	-10%	1%	0%
Cc1ccc2[nH]c(=O)c3cc(C(=O)N(C)c4ccccc4C)sc3c2c1	1	0%	0.4	-10%	1%	1%	-5%	0%	3%
CC(=O)Nc1cccc(NC(=O)C(C)N2c3cccc4cccc(c34)S2(=O)=O)c1 (stereo not given)	-14	-12%	3.1	i	5%	1%	6%	15%	7%
Cc1ccc(S(=O)(=O)N2C3CC(c4ccccc4)N(S(=O)(=O)c4cccc(Cl)c4)CC3C(=O)C[C@H]2c2ccccc2)cc1 (stereo not given in full)	1	-9%	-0.1	-24%	9%	6%	-2%	-7%	.
O=C(CCN1CCOCC1)NNC(=S)NC(=O)c1ccc(Br)cc1	-13	-25%	0.4	-10%	13%	2%	-8%	7%	0%
O=C(C1CCC(CNS(=O)(=O)c2cccs2)CC1)N1CCN(c2ccc(F)cc2)CC1 (stereo not given)	0	-14%	-0.3	-11%	-1%	-1%	?	-13%	8%
CCCOC(=O)c1c(NC(=O)/C=C/c2cnn(C)c2C)sc(C(=O)OCC)c1C	.	0%	6.6	i	11%	-9%	5%	-4%	3%
COC(=O)C1CN(C(=O)c2cccc(OC(F)F)c2)c2ccccc2O1 (stereo not given)	-13	-3%	-0.1	-27%	8%	10%	-10%	-5%	8%
CCC1=Nc2cc(C(=O)NCc3cccnc3)ccc2Sc2ccc(C)cc21	4	-8%	2.0	?	6%	-29%	1.8µM*	?	17%
CCOc1ccc2c(c1)c(=O)c(C(=O)c1ccc(CC)cc1)cn2CC(=O)Nc1ccccc1OC	.	.	.	-62%	.	.	2%	0%	-1%
O=C(COc1cccc(NC(=O)c2ccccc2)c1)c1ccc(F)cc1	-6	-7%	-0.3	-10%	5%	?	?	13%	6%
